# High-throughput results (PubChem)
# Sm TGR inh – blocks Schistosoma mansoni thioredoxin glutathione reductase. Q962Y6. purified TGR, DTNB reduction, TNB absorbance 405 nm. Potency, µM (top dose mostly 114 µM), for the others: top-dose activity change, negative = inhibition, usual class: inhibitors. 360,000 compounds, 3% hits; also: potency is read from the fitted curve at half-maximal effect; nearly all actives have a fitted effect of over 60% in size
#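 TGR 20 nM + NADPH 100 uM (dispensed conc.), cpd preinc 15 min RT; start with NADPH (500 uM addition) then DTNB (15 mM addition). Kinetic TNB absorbance, 405 nm filter. Four-parameter Hill fit across titration.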
# HCMV antiviral – blocks human cytomegalovirus replication; HFF cells, HCMV-luciferase reporter, 72 h; hits give low values; activity change, negative = inhibition, % at 57.5 µM; 410,000 compounds, 4.5% hits; AID 1259415; in the data active = activity change below about -60%; inconclusive = no clear call, values can overlap the other calls; inactive = above about -39%
#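 Human foreskin fibroblasts infected with luciferase-reporter HCMV at MOI 1 PFU/cell, compounds at two doses. Luciferase measured 72 h post infection; normalized to buffer-only basal and Salinomycin (10uM) controls.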
# LmPK inhibitor – blocks Leishmania mexicana pyruvate kinase activity | Q27686 | purified LmPK, Kinase-Glo ATP luminescence, 1 h | Potency, µM (highest dose often 57.5 µM), inactives show at the top dose activity change, negative = inhibition, actives largely listed as inhibitors | 290,000 compounds, 0.37% hits | AID 1721; also: potency is read from the fitted curve at half-maximal effect
# Target sequence (Q27686 whole entry, looked up): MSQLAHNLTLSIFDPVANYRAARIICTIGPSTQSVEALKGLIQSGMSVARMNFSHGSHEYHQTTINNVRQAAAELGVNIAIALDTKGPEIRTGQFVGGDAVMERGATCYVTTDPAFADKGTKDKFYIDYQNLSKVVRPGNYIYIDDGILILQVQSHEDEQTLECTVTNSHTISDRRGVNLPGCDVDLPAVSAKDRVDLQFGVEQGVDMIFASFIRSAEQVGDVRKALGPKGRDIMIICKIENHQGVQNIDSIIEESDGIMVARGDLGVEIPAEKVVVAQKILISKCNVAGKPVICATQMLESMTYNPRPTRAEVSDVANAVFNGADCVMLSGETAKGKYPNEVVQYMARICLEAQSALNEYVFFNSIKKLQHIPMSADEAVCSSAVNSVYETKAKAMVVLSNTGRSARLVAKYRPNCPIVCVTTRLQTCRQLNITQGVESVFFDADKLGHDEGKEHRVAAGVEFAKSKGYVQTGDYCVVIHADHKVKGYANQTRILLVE
#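 In 50 mM imidazole pH 7.2 with 7 mM MgCl2, LmPK (0.1 nM) turned over PEP (0.5 mM) and ADP (0.1 mM) for 1 h at room temperature. Luciferase read-out of ATP.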
# AMA1-RON2 inh – AMA1-RON2 (P. falciparum) interaction inhibition; AlphaScreen AMA1-biotinylated RON2 peptide binding; Potency, µM (top dose mostly 58.2 µM), inactives show at the top dose activity change, negative = inhibition, actives largely listed as inhibitors; 360,000 compounds, 0.2% hits; AID 720542;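 also: potency is read from the fitted curve at half-maximal effect; 0% = vehicle wells and -100% = peptide control; nearly all actives have a fitted effect of over 45% in size; some results filed as inactive show a strong effect at the top dose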
#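 AMA1 (3D7) with his tag at 25 nM final met compounds first, then biotinylated RON2 peptide at 25 nM; detection used donor plus acceptor beads, 10 µg/mL apiece, read by AlphaScreen after 30 min at room temperature.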
# Tb PYK inh – T. brucei pyruvate kinase inhibition. Q57TT1. TbPYK enzyme, Kinase-Glo Plus ATP luminescence, 45 min. Potency, µM (doses to about 76.8 µM), for the others: at the top dose activity, negative = inhibition, usual class: inhibitors. 410,000 compounds, 0.12% hits. AID 624173; also: potency is read from the fitted curve at half-maximal effect; nearly all actives have a fitted effect of over 50% in size
#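 Assay buffer: 50 mM TEA pH 7.2, 100 mM KCl, 10 mM MgCl2, 0.05% BSA, 0.01% Tween-20. Pyruvate kinase from T. brucei plus substrate met compound, then ADP (130 uM final). Luminescence was read post 45 min RT.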
# AmpC no deterg – AmpC beta-lactamase inhibition without detergent. 330,000 compounds, 0.52% hits. Potency, µM (series often up to 57.1 µM), without a hit: at the highest dose activity change, negative = inhibition, hits mostly inhibitors. P00811. AmpC nitrocefin hydrolysis, absorbance 480 nm, 0.0001% Triton;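 also: potency is read from the fitted curve at half-maximal effect; plate controls were no compound for no effect and no enzyme for full effect; nearly all actives have a fitted effect of over 20% in size; some results filed as inactive show a strong effect at the top dose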
# Target sequence (P00811 whole entry, looked up): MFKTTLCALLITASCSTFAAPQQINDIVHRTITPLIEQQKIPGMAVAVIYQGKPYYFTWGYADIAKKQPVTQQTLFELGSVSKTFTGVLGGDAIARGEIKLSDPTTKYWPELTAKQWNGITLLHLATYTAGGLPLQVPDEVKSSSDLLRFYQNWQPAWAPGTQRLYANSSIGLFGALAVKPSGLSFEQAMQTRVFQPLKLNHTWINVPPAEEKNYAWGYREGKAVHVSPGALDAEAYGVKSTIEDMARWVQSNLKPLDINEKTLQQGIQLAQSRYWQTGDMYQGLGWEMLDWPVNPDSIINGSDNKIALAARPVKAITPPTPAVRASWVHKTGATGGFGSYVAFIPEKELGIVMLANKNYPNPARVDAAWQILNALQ
#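 20 mM phosphate pH 7.0 + 0.01% (detergent screen) or 0.0001% Triton X-100; 5.3 nM AmpC reagent; cpd preinc 15 min RT; nitrocefin (800 uM stock) to start; A480 q20 s × 4 min; Activity was normalised to no-enzyme and no-compound control wells.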
# AmpC inh detg – blocks E. coli AmpC beta-lactamase in detergent assay. AmpC hydrolysis of nitrocefin, absorbance 480 nm, 0.01% Triton. AID 485294. Potency, µM (titrated, usually from 114 µM), without a hit: at the top dose activity change, negative = inhibition, actives largely listed as inhibitors. 370,000 compounds, 0.041% hits. P00811;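 also: potency is read from the fitted curve at half-maximal effect; 0% = no-compound wells and -100% = no-enzyme wells; nearly all actives have a fitted effect of over 25% in size; some results filed as inactive show a strong effect at the top dose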
#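 AmpC (5.3 nM in the dispensed reagent) in 20 mM phosphate pH 7.0 with 0.01% (detergent screen) or 0.0001% Triton X-100 was preincubated with compounds for 15 min at room temperature. Nitrocefin was then added from an 800 uM solution, and hydrolysis was followed at 480 nm.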
# * marks the source's active call; other numbers are inactive results; ? = inconclusive; / = no result given; [ ] = remark or other dose. Unless noted, calls follow the shape of the dose curve; as a rule, active = well fitted curve in the direction sought with a large enough effect; inconclusive = small, poorly fitted or top-dose-only effect, or another doubt; inactive = no such curve, though single readings can be large; an effect the other way counts as inactive or inconclusive. Unless noted, % is scaled to controls: 0 for no effect and ±100 for the full control effect. Rows are unselected; any-hit rate near 7.4%.
SMILES,Sm TGR inh,HCMV antiviral,LmPK inhibitor,AMA1-RON2 inh,Tb PYK inh,AmpC no deterg,AmpC inh detg
CC1CN(C(=S)Nc2cccc(Cl)c2)CC(C)O1 (centres undefined),?,58,-1%,2%,3%,-7%,-12%
CC(=O)c1ccc(S(=O)(=O)Nc2ccc(-c3ccc4nncn4n3)cc2)cc1,3%,13,/,-11%,2%,-14%,0%
Cc1cc(C)nc(NC(=NCCc2c[nH]c3ccccc23)NC(=O)Nc2ccc(Cl)cc2)n1,-2%,?,1%,-8%,-6%,-19%,?
COc1ccc(NS(=O)(=O)c2cc([N+](=O)[O-])ccc2NN=Cc2ccccc2OCC(=O)O)cc1,/,-27,/,37%[activator],3%,-57%,/
Cc1cc(C)cc(OCC(=O)Nc2ccc(-n3cnnn3)cc2)c1,-1%,-1,/,-1%,-5%,-30%,-1%
CCCCN(C)S(=O)(=O)c1cc(-c2cc(C)no2)ccc1C,-5%,0,/,/,1%[15.4 µM],/,-10%
CCN1C(=O)c2cccc3c(S(=O)(=O)Nc4ccccc4O)ccc1c23,7%,132,1%,-25%,0%,-11%,5%
CC(C)(C)OC(=O)N1CCC(c2c(C(=O)NCCN3CCC(Cc4ccccc4)CC3)cnn2-c2ccc(F)cc2)CC1,4%,-106*,/,/,-5%,/,-2%
CC(=O)Nc1ccc(SCC(=O)c2cc(C)n(-c3ccccc3F)c2C)cc1,1%,-95*,1%,-23%,-5%,33%,0%
COc1ccccc1NC(=O)C1=C(C)Nc2c(C(=O)Nc3cccc(C)c3)cnn2C1c1ccccc1Cl (centres undefined),11%,-38,/,/,7%,/,-1%
COc1cc2c(cc1OC)[C@@H](NC(=O)COc1ccccc1)[C@H](OCc1ccccc1)C2,/,-15,/,-3%,3%,177%[activator],/
Oc1ccc(Cl)cc1CNCC1CCCO1 (centres undefined),0%,8,-2%,-5%,8%,-18%,?
CCOC(=O)c1cnc(Nc2nc3ccccc3o2)nc1CSC(=S)N1CCCCC1,-7%,-16,-4%,39%[activator][2.32 µM],-4%,-31%,-9%
COC(=O)c1ccccc1NC(=S)N1CCOCC1,-6%,32,1%,0%,-14%,-3%,-7%
N#Cc1nc(Cl)c(Cl)c(NN)c1Cl,-27%,-18,1%,21%,0%,-32%,-6%
c1ccc(-c2nnc(CN3CCCc4ccccc43)o2)cc1,40µM*,61,0%,15%,0%,3%,?
Cc1ccc(-n2c(CNc3ccc(F)cc3)nnc2SCC(=O)N2CCCC2)cc1,-7%,16,7%,-3%,-3%,119%[activator],3%
O=C(Nc1cccc(-c2cccc(Cl)c2)c1)C1CCN(Cc2ccc(CO)o2)CC1,1%,?,7%,-9%,1%,139%[activator],?
COc1ccc(/C=C(\NC(=O)c2ccccc2)C(=O)NC2CCS(=O)(=O)C2)cc1 (centres undefined),3%,-18,-6%,3%,-3%,-9%,-7%
Cn1nc(-c2ccc(Cl)cc2)cc1NC(=O)Nc1ccccc1,0%,47,0%,1%,3%,-11%,1%
C/C(=N/NC(=O)c1cc(-c2ccccc2)nc2c(Cl)cccc12)c1cccnc1,-19%,?,8%,12%,6%,-27%,?
Cc1ccc(CNC(=O)c2ccc(NC(=O)N3CCSc4ncccc43)cc2)cc1,3%,-3,/,/,2%,/,-6%
COCCN(C(=O)COC(=O)CSc1ccccc1)c1c(N)n(Cc2ccccc2)c(=O)[nH]c1=O,-9%,-15,/,-6%,2%,49%,?
CC(C)CCC(C(=O)O)C(C)CC(=O)Nc1ccn(-c2ccccc2)n1 (centres undefined),-12%,-9,2%,-4%,5%,-25%,-8%
O=C(N=c1nc2ccccn2s1)c1ccccc1,-9%,49,3.5µM*,0%,?,-6%,-8%
CCOC(=O)c1ccc(N2C(=O)CC(Sc3nc(O)c(CC)c(=O)[nH]3)C2=O)cc1 (centres undefined),0%,-4,-3%,16%,-7%,-21%,-7%
Cc1ccc(S(=O)(=O)N(C)C)cc1NC(=O)C1CCCN(C(=O)c2ccc(Cl)cc2)C1 (centres undefined),0%,?,/,5%,2%,32%,-7%
O=C(CN(C(=O)c1csnn1)c1cccc2c1CCCC2)NCc1ccccc1,4%,-30,-4%,25%,1%,-15%,-14%
COc1ccc(S(=O)(=O)NCc2cccnc2)c2ccccc12,-11%,-2,-4%,-1%,0%,-22%,-6%
CCOC(=O)C1=C(C)N(c2nonc2NC(C)=O)C(N)=C(C#N)C1c1ccccc1F (centres undefined),6%,-13,6%,0%,-3%,19%,?
S=C(NC1CCCCC1)N1CCOCCOCCN(C(=S)NC2CCCCC2)CCOCC1,-8%,?,2%,-16%,1%,114%[activator],-3%
Cc1cc(C)n2nc(SCC(=O)Nc3cccc(C(F)(F)F)c3)nc2n1,13%,?,/,/,3%,/,25%
O=C(NCC(=O)N(c1cccnc1)C(C(=O)NC1CCCC1)c1cccs1)c1cccs1 (centres undefined),0%[57.1 µM],?,-11%,6%,6%,1%,3%
C=CCNc1nc(Nc2ccccc2F)nc(OCC)n1,5%,-25,-3%,-1%,-2%,-28%,5%
Clc1cccc(Nc2nc(-c3ccncc3)nc3ccccc23)c1,1%,3,-1%,-22%,0%,-3%,0%
N#CC1c2ccccc2-n2nncc2CN1S(=O)(=O)c1ccc(Cl)cc1 (centres undefined),/,-14,/,-10%,-5%,/,/
COc1cc(CNc2ccc(S(N)(=O)=O)cc2)ccc1OCc1ccccc1F,/,?,/,-9%,-8%,/,/
COc1ccc(NC(=O)CCC(=O)c2cc(C)sc2C)cc1,-8%,-34,/,2%,6%,-18%,?
Cn1nnnc1SCCNCc1cccc2ccccc12,3%,10,-4%,-7%,0%,4%,?
CCOC(=O)C1CCCc2c1[nH]c1c(C(=O)O)cccc21 (centres undefined),1%,15,1%,1%,2%,-29%,-4%
COc1ccc(-c2noc3c2-c2nc(-c4c(F)cccc4F)sc2CC3)cc1,?,9,-1%,5%,-7%,-30%,-8%
N#C/C(=C\Nc1ccc2cn[nH]c2c1)c1nc(-c2ccccc2)cs1,-3%,37,10%[11.5 µM],-5%,-12%,-40%,4%
O=CN1CCN(C(=O)c2ccccc2Cl)CC1,-5%,64,2%,2%,0%,-15%,2%
O=C(NCc1cc(C(F)(F)F)cc(C(F)(F)F)c1)C1CC(c2cccc([N+](=O)[O-])c2)=NO1 (centres undefined),8%,-23,3%,12%,4%,-27%,-6%
C=C1C(O)C[C@H]2C(=C)CCC3[C@H](OC(=O)[C@]3(O)CO)[C@@H]12 (some centres undefined),-19%,-25,0%,6%,1%,-15%,?

# Shown as tab-separated lines: 13 of the compounds above.
canonical_smiles	Sm TGR inh	HCMV antiviral	LmPK inhibitor	AMA1-RON2 inh	Tb PYK inh	AmpC no deterg	AmpC inh detg
O=C(NCC(=O)N(c1cccnc1)C(C(=O)NC1CCCC1)c1cccs1)c1cccs1 (centres undefined)	0%[57.1 µM]	?	-11%	6%	6%	1%	3%
C=CCNc1nc(Nc2ccccc2F)nc(OCC)n1	5%	-25	-3%	-1%	-2%	-28%	5%
Clc1cccc(Nc2nc(-c3ccncc3)nc3ccccc23)c1	1%	3	-1%	-22%	0%	-3%	0%
N#CC1c2ccccc2-n2nncc2CN1S(=O)(=O)c1ccc(Cl)cc1 (centres undefined)	/	-14	/	-10%	-5%	/	/
COc1cc(CNc2ccc(S(N)(=O)=O)cc2)ccc1OCc1ccccc1F	/	?	/	-9%	-8%	/	/
COc1ccc(NC(=O)CCC(=O)c2cc(C)sc2C)cc1	-8%	-34	/	2%	6%	-18%	?
Cn1nnnc1SCCNCc1cccc2ccccc12	3%	10	-4%	-7%	0%	4%	?
CCOC(=O)C1CCCc2c1[nH]c1c(C(=O)O)cccc21 (centres undefined)	1%	15	1%	1%	2%	-29%	-4%
COc1ccc(-c2noc3c2-c2nc(-c4c(F)cccc4F)sc2CC3)cc1	?	9	-1%	5%	-7%	-30%	-8%
N#C/C(=C\Nc1ccc2cn[nH]c2c1)c1nc(-c2ccccc2)cs1	-3%	37	10%[11.5 µM]	-5%	-12%	-40%	4%
O=CN1CCN(C(=O)c2ccccc2Cl)CC1	-5%	64	2%	2%	0%	-15%	2%
O=C(NCc1cc(C(F)(F)F)cc(C(F)(F)F)c1)C1CC(c2cccc([N+](=O)[O-])c2)=NO1 (centres undefined)	8%	-23	3%	12%	4%	-27%	-6%
C=C1C(O)C[C@H]2C(=C)CCC3[C@H](OC(=O)[C@]3(O)CO)[C@@H]12 (some centres undefined)	-19%	-25	0%	6%	1%	-15%	?

# Further compounds
SMILES,Sm TGR inh,HCMV antiviral,LmPK inhibitor,AMA1-RON2 inh,Tb PYK inh,AmpC no deterg,AmpC inh detg
Nc1ccc(N2CCN(Cc3ccccc3Cl)CC2)c(Cl)c1,-11%,-17,2%,-30%,-6%,18%,0%
COC(=O)COc1ccc(=O)n(-c2ccccc2)n1,2%,12,-6%,16%,-2%,-12%,-7%
Cc1nc(SCc2ccc(Cl)c(Cl)c2)n[nH]1,-4%,10,2%,-18%,-1%,-25%,?
O=C(Cn1c(=O)n(Cc2ccco2)c(=O)c2sc3ccccc3c21)Nc1ccccc1C(F)(F)F,-7%,13,/,/,-13%,/,10%
COc1ccc(O)c(C(=O)c2cnn(S(=O)(=O)c3ccc(C)cc3)c2)c1,35µM*,-74*,/,-3%,5%,-3%,?
O=C1NC(=O)C(=Cc2ccccc2Oc2ccc(F)cc2)C(=O)N1,71µM*,13,4%,-14%,-36%,-17%,4%
Cc1ccc(CNC(=O)CN(Cc2cccs2)C(=O)C2(C)CC(=O)N=C3C=CC=CN32)cc1 (centres undefined),-8%,-77*,-4%,3%,6%,-8%,?
CC(NC(=O)c1ccccc1NC(=O)CN1CCc2ccccc2C1)c1ccccc1 (centres undefined),-9%,-19,-1%,16%,-2%,7%,-4%
COc1ccc(C(=O)CCN2CCN(c3ccccc3F)CC2)cc1,0.79µM*,-39,-1%,-9%,-4%,0%[2.29 µM],-2%
COc1ccc(NC(=O)C2CCN(S(=O)(=O)c3c(C)noc3/C=C/c3ccco3)CC2)cc1,-13%,-67*,/,/,4%,/,3%
